RORgamma inh – inhibitors of mouse ROR gamma transcriptional activity; P51450; Drosophila S2 Gal4-RORgamma UAS-luciferase reporter, 20 h; Potency, µM (titrated, usually from 53.6 µM), inactives show at the highest dose activity change, negative = inhibition, most hits filed as inhibitors; hit rate 5.4% among 310,000; AID 2551; further: on the % scale 0 is the no-effect control and ±100 the full control effect; nearly all actives have a fitted effect of over 60% in size
Target sequence (P51450 whole entry, looked up, the tested form may be a part): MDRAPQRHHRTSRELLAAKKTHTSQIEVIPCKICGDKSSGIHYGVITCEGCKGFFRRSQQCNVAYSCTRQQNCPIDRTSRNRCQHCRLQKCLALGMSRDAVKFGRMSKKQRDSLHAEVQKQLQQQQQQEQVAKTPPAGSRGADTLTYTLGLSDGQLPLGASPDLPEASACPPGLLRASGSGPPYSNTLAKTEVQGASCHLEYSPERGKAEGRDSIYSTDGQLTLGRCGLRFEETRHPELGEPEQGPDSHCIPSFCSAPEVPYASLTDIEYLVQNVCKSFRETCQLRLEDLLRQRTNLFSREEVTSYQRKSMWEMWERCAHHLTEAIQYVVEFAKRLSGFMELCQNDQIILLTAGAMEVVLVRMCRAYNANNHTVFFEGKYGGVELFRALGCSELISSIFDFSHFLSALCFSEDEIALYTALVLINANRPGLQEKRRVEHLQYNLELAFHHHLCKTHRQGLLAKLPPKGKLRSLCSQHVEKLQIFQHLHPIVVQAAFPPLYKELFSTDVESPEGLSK
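Stably transfected Drosophila Schneider cells are the test system, with ROR gamma fused to Gal4 and luciferase under UAS control; luminescence is read after 20 hr of 700 uM copper sulfate induction at ambient temperature.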
BRCA1 expr act – BRCA1 expression activation; MCF7-BRCA1-FFLuc reporter, luminescence, 48 h; response scale: scaled: vehicle 0%, 10 µM genistein 100%; Potency, µM (highest dose often 46.1 µM), without a hit: top-dose activation, most hits filed as activators; hit rate 1.1% among 380,000; further: nearly all actives have a fitted effect of over 80% in size; some results filed as inactive show a strong effect at the top dose
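Cells: MCF7-BRCA1-FFLuc, 2000/well. Exposure: 48 h, 37 °C, 5% CO2. Read: luminescence, 15 min post-substrate. Controls: genistein 10 microM (maximal activation), DMSO (neutral).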
Rab9 promoter act – activators of Rab9 promoter; Huh7 Rab9 promoter-luciferase reporter, luminescence, 24 h; Potency, µM (series often up to 9.22 µM), without a hit: at the highest dose activation, negative = inhibition, usual class: activators; hit rate 2.8% among 320,000; further: % of control where 0% means no effect; nearly all actives have a fitted effect of over 60% in size
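Huh7 reporter line, Rab9 promoter upstream of luciferase. Compound exposure 24 h at 37 °C in reduced-serum medium with 10% FBS. Read-out: luminescence.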
CXXC DNA block – inhibitors of human MLL CXXC domain-DNA interaction; Q03164; MLL-CXXC / FITC-HOXA9 DNA fluorescence polarization; Potency, µM (doses to about 115 µM), without a hit: top-dose activity change, negative = inhibition, actives largely listed as inhibitors; hit rate 0.037% among 290,000; AID 2662; active means well fitted inhibition curve with a large enough effect in the polarisation, with a control signal flat, not every such curve was filed as active; inconclusive means small, poorly fitted or top-dose-only effect, or effect the other way, or a change in a side signal; inactive means no such curve, though single readings can be large or run the other way; the % refers to the polarisation
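Purified MLL-CXXC (added from a 7 uM solution) was preincubated 5 min at ambient with pinned compounds in 50 mM Tris-HCl pH 7.5, 50 mM NaCl, 1 mM DTT, 0.05% BSA. Fluorescein-labeled HOX-A9 DNA (50 nM solution) followed, 30 min, then polarization read.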
FLuc counter – firefly luciferase modulation, counter-screen for miR-21 project; purified FLuc, Km substrates, luminescence inhibition; Potency, µM (top dose mostly 57.5 µM), for inactives: at the top dose activity change, negative = inhibition, most hits filed as inhibitors; hit rate 6.9% among 360,000; AID 588342;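 further: plate controls were vehicle for no effect and reference inhibitor for full effect; nearly all actives have a fitted effect of over 55% in size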
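Purified P. pyralis luciferase (10nM final) with 10uM D-luciferin and 10uM ATP (Km levels) in 50mM Tris acetate pH 7.5, 10mM Mg acetate, 0.01% Tween-20, 0.05% BSA; qHTS 6-point titration, ~60 µM downward; luminescence read.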
uPA surface inh – inhibitors of cell surface uPA generation; cell surface uPA generation assay, qHTS; Potency, µM (titrated, usually from 38.3 µM), inactives show at the top dose activity change, negative = inhibition, usual class: inhibitors; hit rate 0.31% among 330,000; AID 540303; active means well fitted inhibition curve with a large enough effect; inconclusive means small, poorly fitted or top-dose-only effect; inactive means no such curve, though single readings can be large or run the other way; tested in mouse RAW 264.7 cells; further: on the % scale 0 is the no-effect control and ±100 the full control effect; nearly all actives have a fitted effect of over 55% in size
p53 reactivation – mutant p53 re-activation in reporter cells; hit rate 0.063% among 320,000; H1299 p53-A138V BP100-luciferase reporter, luminescence, 24 h; AID 504706; Potency, µM (titrated, usually from 92.2 µM), without a hit: at the top dose activity change, positive = activation, most hits filed as activators; further: % of control where 0% means no effect; nearly all actives have a fitted effect of over 45% in size
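H1299 (p53-null), stable ts p53-A138V + BP100-Luc; 1000 cells/well, Opti-MEM/10% FBS; cpd 4 pt, 1:5; 24 h, 37 deg C, 5% CO2; detection reagent 10 min RT; luminescence.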
NPC1 promoter act – NPC1 promoter activation. Huh7 NPC1 promoter luciferase reporter, 24 h. Potency, µM (titrated, usually from 9.22 µM), for inactives: at the top dose activation, actives largely listed as activators. hit rate 2.4% among 320,000. AID 485313;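 further: % of control where 0% means no effect; nearly all actives have a fitted effect of over 60% in size; reporter is driven by a mutant NPC1 promoter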
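Quantitative HTS used a cell-based reporter: Huh7 cells stably bearing the NPC1 promoter upstream of luciferase were treated with compounds for 24 h, and promoter activation was read as luminescence.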
Gal4-VP16 FLuc – counter-screen for ROR gamma inhibitors: Gal4-VP16 reporter | Drosophila S2 Gal4-VP16 UAS-luciferase, luminescence, 20 h | Potency, µM (doses to about 53.6 µM), without a hit: at the highest dose activity, negative = inhibition, most hits filed as inhibitors | hit rate 3.5% among 310,000 | AID 2546;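 further: Gal4-VP16 expression switched on by copper sulfate through the metallothionein promoter; on the % scale 0 is the no-effect control and ±100 the full control effect; nearly all actives have a fitted effect of over 50% in size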
MBNL1-CUG inh – blocks human MBNL1 binding to CUG repeat RNA; Q9NR56; TR-FRET MBNL1-His/biotin-(CUG)12 binding, 665/545 ratio; Potency, µM (top dose mostly 57.5 µM), for inactives: at the top dose activity change, negative = inhibition, actives largely listed as inhibitors; hit rate 0.036% among 280,000; AID 2675; active means well fitted inhibition curve with a large enough effect in the signal ratio, with a control signal flat, not every such curve was filed as active; inconclusive means small, poorly fitted or top-dose-only effect, or effect the other way, or a change in a side signal; inactive means no such curve, though single readings can be large or run the other way; the % refers to the signal ratio; further: on the % scale 0 is the no-effect control and ±100 the full control effect
Target sequence (Q9NR56 whole entry, looked up): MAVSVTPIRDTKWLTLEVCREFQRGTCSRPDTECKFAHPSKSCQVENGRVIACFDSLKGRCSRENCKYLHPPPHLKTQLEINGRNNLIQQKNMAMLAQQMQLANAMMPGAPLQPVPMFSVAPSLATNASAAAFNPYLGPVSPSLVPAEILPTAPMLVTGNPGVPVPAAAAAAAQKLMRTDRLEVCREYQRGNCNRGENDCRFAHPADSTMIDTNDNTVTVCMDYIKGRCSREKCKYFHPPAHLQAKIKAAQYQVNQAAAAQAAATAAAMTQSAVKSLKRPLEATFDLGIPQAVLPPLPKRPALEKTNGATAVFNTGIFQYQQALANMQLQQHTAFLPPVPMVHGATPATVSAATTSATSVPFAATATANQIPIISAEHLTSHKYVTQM
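TR-FRET readout: Ex 340 nm, 665/545 nm emission ratio, normalized to buffer-only (basal) and MBNL1-(CUG)12 controls. Complex of MBNL1-His with Biotin-(CUG)12, compounds 92 nM–58 uM, incubated 60 min at room temperature.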
ELG1 genotox – genotoxicity induction in ELG1-luciferase HEK293T cells; Potency, µM (top dose mostly 46 µM), inactives show at the top dose activity change, positive = activation, hits mostly activators; HEK293T ELG1-luciferase reporter, luminescence, 16 h; hit rate 1.3% among 330,000; AID 504466; further: % of control where 0% means no effect; nearly all actives have a fitted effect of over 60% in size
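HEK293T cells expressing luciferase-tagged ELG1 were exposed to compound or DMSO vehicle for 16 hr at 37 °C and 5% CO2. Luciferase activity was then measured with ONE-Glo after 30 min at room temperature.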
An asterisk follows results filed as active; ? = inconclusive; . = not tested or not shown; & = joins results of further samples; [ ] = remark or other dose. Unless noted, the call rests on the fitted dose curve; in most records, active means well fitted curve in the direction sought with a large enough effect; inconclusive means small, poorly fitted or top-dose-only effect, or another doubt; inactive means no such curve, though single readings can be large; an effect the other way counts as inactive or inconclusive. Potency means the concentration at half of the fitted maximal effect. Some of the compounds tested. The share of hits here may be higher or lower than overall.

SMILES | RORgamma inh | BRCA1 expr act | Rab9 promoter act | CXXC DNA block | FLuc counter | uPA surface inh | p53 reactivation | NPC1 promoter act | Gal4-VP16 FLuc | MBNL1-CUG inh | ELG1 genotox
COc1ccc(-n2c(Cc3cccn3C)nnc2SCC(=O)Nc2ccc(C)cc2C)cc1 | 16% | -11% | -2% | -2% | 0% | 8% | 0% | -3% | 8% | 5% | 0%
CCCCn1c(CCC(=O)O)nc2cc(S(=O)(=O)N(CC)CC)ccc21 | 36% | -17% | 5% | 1% | -1% | -4% | -3% | 0% | 0% | -15% | -2%
COc1ccc(N2CC(C(=O)N[C@@H](CC(C)C)C(=O)NC3CCCCC3)CC2=O)cc1 (stereo not given in full) | 16% | -4% | 1% | -15% | -1% | 1% | 5% | -20% | 0% | -5% | 2%
CS(=O)(=O)Nc1ccc2c(c1)C(=O)OC2 | 22% | 8% | -3% | 0% | -1%[2.3 µM] | 2% | -5% | 0% | -3% | 0% | 4%
CCN=C1NN=C(c2c[nH]c3ccccc23)CS1 | ? | 32% | 1.1µM* | 6% | 6µM* | 1% | 2% | 3.5µM* | -26% | ? | ?
CC1(C)CC(=O)C(c2c[nH]c3ccccc23)C(=O)C1 | -25% | -23% | 3% | 1% | -8% | -5% | 2% | 0% | -18% | ? | -1%
COc1ccccc1-c1cc2nc(C)c(CCC(=O)NCc3ccc(F)cc3)c(C)n2n1 | 18% | -30% | -1% | -10% | ? | 4% | -7% | -4% | -5% | ? | -4%
CC(NC(=O)CSc1nc(=O)cc(N)n1-c1ccccc1)c1ccccc1 (stereo not given) | 7% | 1% | -2% | 3% | -1% | -5% | 4% | 0% | -6% | -17% | 0%
COc1ccc(CCN2C(=O)CSC2c2cccc([N+](=O)[O-])c2)cc1OC (stereo not given) | 18% | -4% | 6% | -2% | -1% | 10% | 3% | -2% | 3% | ? | -5%
c1ccc(CNc2ccccn2)cc1 | -17% | 37% | -4% | -3% | 8% | 8% | . | -9% | 3% | 4% | -2%
COc1ccc(Br)cc1/C=C1\Oc2ccccc2NC1=O | -25% | -27% | 8% | 10% | 5% | 0% | 11% | 20% | 3% | 1% | -1%
Cc1cccc(S(=O)(=O)Nc2nc3ccccc3nc2Nc2ccc3c(c2)OCO3)c1 | ? | -33% | -14% | 9% | -8% | 1% | ? | -5% | ? | 8% | -8%
Cc1ccc(S(=O)(=O)CC(O)COc2ccc(F)cc2Cl)cc1 (stereo not given) | 20% | 8% | 1% | 14% | 2% | . | -3% | -9% | -10%[10 µM] | -3% | -1%
COc1ccc(NC(=O)CCN2C(=O)c3ccccc3S2(=O)=O)c(OC)c1 | 3% | 4% | -9% | -5% | 1% | -1% | 2% | -3% | 10% | -10% | 6%
CC1CC(C)(C)N(C(=O)NC2CCCCC2)c2ccccc21 (stereo not given) | ? | 25% | -2% | -2% | 5% | 5% | 3% | -5% | -24% | -8% | -1%
O=C(C1CC(=O)N(C2CCCC2)C1)N1CCN(c2cccc(C(F)(F)F)c2)CC1 (stereo not given) | . | -20% | -10% | . | 3% | -10% | -8% | -3% | . | . | -5%
CC1(C)Cc2ccccc2-c2nc(CN3CCOCC3)[nH]c(=O)c21 | -5% | 0% | -3% | -11% | 4% | -4% | -14% | 1% | 2% | 0% | -2%
COC(=O)C1=C(C)N(CCc2ccccc2)C(=O)C1(NS(=O)(=O)c1ccc(NC(C)=O)cc1)C(F)(F)F (stereo not given) | 8% | 0% | -2% | 15% | 0% | . | 17% | 2% | -7% | -10% | -8%
CC1CCCC(C)N1C(=O)CSc1nc(N)cc(N)n1 (stereo not given) | 4% | 3% | -2% | 20% | 7% | 0% | 1% | 1% | -14% | -1% | 0%
Cc1ccc(NC(=O)C2CCN(S(=O)(=O)c3c(C)nn(C)c3C)CC2)c(Cl)c1 | 12% | -3% | -10% | 33% | 1% | -18% | -9% | 1% | -6% | -4% | -1%
CNC(=O)c1nnsc1S(=O)c1ccc(Cl)cc1 (stereo not given) | 1.3µM* | 66% | -6% | 5% | -18% | -15% | -20% | -22% | 5µM* | -4% | 12%
CCOC(=O)C1CCN(C(=O)N(CC)CC)CC1 | 2% | 3% | -6% | 1% | 1% | 1% | 17% | -3% | 3% | -5% | 4%
Cc1cc(NC(=O)c2cccs2)no1 | 7% | 87% | 23% | ? | ? | 2% | 4% | 19% | -13% | -1% | 12%
Cc1cc(C)n2nc(C(=O)OCC(=O)N(C)CC(=O)Nc3ccccc3Cl)nc2n1 | . | 3% | -4% | . | 5% | 11% | 1% | 0% | . | . | -3%
CCN(CC)C(=O)CC(c1ccc2c(c1)OCO2)c1c(OC)cc(OC)c2ccc(=O)oc12 (stereo not given) | 1%&-4% | 4% | -4% | 6% | -3% | 15% | -4% | -2% | 9%&-8% | -1% | 4%

Reprinted from the part before: four entries, followed by the next part.
SMILES | RORgamma inh | BRCA1 expr act | Rab9 promoter act | CXXC DNA block | FLuc counter | uPA surface inh | p53 reactivation | NPC1 promoter act | Gal4-VP16 FLuc | MBNL1-CUG inh | ELG1 genotox
CCOC(=O)C1CCN(C(=O)N(CC)CC)CC1 | 2% | 3% | -6% | 1% | 1% | 1% | 17% | -3% | 3% | -5% | 4%
Cc1cc(NC(=O)c2cccs2)no1 | 7% | 87% | 23% | ? | ? | 2% | 4% | 19% | -13% | -1% | 12%
Cc1cc(C)n2nc(C(=O)OCC(=O)N(C)CC(=O)Nc3ccccc3Cl)nc2n1 | . | 3% | -4% | . | 5% | 11% | 1% | 0% | . | . | -3%
CCN(CC)C(=O)CC(c1ccc2c(c1)OCO2)c1c(OC)cc(OC)c2ccc(=O)oc12 (stereo not given) | 1%&-4% | 4% | -4% | 6% | -3% | 15% | -4% | -2% | 9%&-8% | -1% | 4%
NC(=O)C1CCN(Cc2nnnn2Cc2ccco2)CC1 | -6% | -4% | -6% | 2% | -1% | -4% | 2% | -7% | 2% | 11% | 1%
NC(=O)[C@H]1CC2(CC(c3cccc(NC(=O)COc4ccc(Cl)cc4)c3)=NO2)CN1C(=O)c1ccccc1C(=O)c1ccccc1 (stereo not given in full) | ? | -48% | -4% | -1% | ? | ? | 0% | -3% | 18% | -6% | -11%
CSc1ccc(S(=O)(=O)N2CC(=O)Nc3ccccc32)cc1 | . | -35% | -7% | -4% | 1% | 0% | . | -4% | . | 1% | 0%
CN1CCCCCC1=Nc1ccccc1C#N | 11% | -11% | 0% | -1% | 0% | -3% | 2% | -3% | -2% | 5% | -1%
COc1ccc(-c2csc(N3CCN(C(=O)c4ccco4)CC3)n2)cc1 | 20% | 4% | 1% | 5% | ? | -10% | -8% | -1% | 11% | 2% | -7%
Cc1ccc2c(c1)NC(=O)c1cc([N+](=O)[O-])ccc1O2 | -24% | 16% | -4% | -1% | -1% | 15% | 1% | -9% | 0% | 3% | ?
O=C(Nc1ccc2c(c1)OCO2)c1cccc2c1C(=O)N(Cc1cccnc1)C2 | ? | -16% | 2% | 3% | 15µM* | 5% | -4% | -3% | -13% | 15% | ?
O=C(C1CCCO1)N1CCN(S(=O)(=O)c2cc(C(F)(F)F)ccc2Cl)CC1 (stereo not given) | . | -31% | 0% | . | 2% | -3% | 0% | 0% | . | . | -1%
CN(c1ccccc1)S(=O)(=O)c1ccc(Cl)c(C(=O)Nc2ccccc2N2CCOCC2)c1 | . | -29% | -2% | . | -1% | -19% | -5% | 0% | . | . | -9%
O=S(=O)(Nc1cc(S(=O)(=O)N2CCOCC2)ccc1NCC1CCCO1)c1ccccc1F (stereo not given) | . | 1% | -3% | . | 2% | 1% | -6% | 0% | . | . | -1%

Source: PubChem
